Compound activity (PubChem)
BH1578 lux ind = quorum light induction in luxS cqsA deficient V. cholerae; V. cholerae BH1578 lux reporter, luminescence, 6 h; activation, % at 18.7 µM; 350,000 tested, 0.16% active; in the data active = activation mostly above about 9.7%, no sharp cut-off; note: not every result past the cut was called active; inactives centre near 0; reference of the scale not given here
FBA Mtb inh = Mtb fructose-bisphosphate aldolase inhibition. purified M. tuberculosis FBA, fluorescence read-out. P9WQA3. AID 588726. inhibition, % at 1 µM. 360,000 tested, 2.3% active; in the data active = inhibition above about 27%;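 note: 0% = vehicle and 100% = reference inhibitor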
Target sequence (P9WQA3 whole entry, looked up): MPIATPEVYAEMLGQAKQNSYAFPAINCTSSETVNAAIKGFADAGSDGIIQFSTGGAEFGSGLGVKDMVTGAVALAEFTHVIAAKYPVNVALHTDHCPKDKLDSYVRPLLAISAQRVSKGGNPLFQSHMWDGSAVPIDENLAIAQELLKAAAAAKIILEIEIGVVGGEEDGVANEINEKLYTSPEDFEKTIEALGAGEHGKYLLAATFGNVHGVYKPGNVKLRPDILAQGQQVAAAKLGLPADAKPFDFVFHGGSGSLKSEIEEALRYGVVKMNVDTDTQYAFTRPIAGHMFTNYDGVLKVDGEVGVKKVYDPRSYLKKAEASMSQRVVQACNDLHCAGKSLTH
TcdB GH inh = TcdB glycohydrolase inhibition; AID 652162; TcdB glycohydrolase enzymatic assay, plate reader; inhibition, % at 9.99 µM; 350,000 tested, 0.24% active; in the data active = inhibition above about 10%
GDH-TPI counter = inhibits GDH-TPI coupling enzymes, artifact for Mtb FBA screen; 360,000 tested, 1.2% active; inhibition, % at 4.8 µM; GDH-TPI coupled enzyme counterscreen, NADH absorbance; in the data active = inhibition above about 30%;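 note: 0% = DMSO wells and 100% = wells lacking the enzyme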
FadD28 FP inh = M. tuberculosis FadD28 bisubstrate binding inhibition; FadD28 bisubstrate probe binding, fluorescence polarization; inhibition, % at 12.5 µM; 360,000 tested, 0.22% active; in the data active = inhibition above about 8.5%, passing the limit was not always enough
UGM FP inh = blocks M. tuberculosis UGM enzyme; P9WIQ1; purified UGM, fluorescence polarization probe displacement; inhibition, % at 10 µM; 320,000 tested, 0.06% active; in the data active = inhibition above about 10%, passing the limit was not always enough
Target sequence (P9WIQ1 whole entry, looked up): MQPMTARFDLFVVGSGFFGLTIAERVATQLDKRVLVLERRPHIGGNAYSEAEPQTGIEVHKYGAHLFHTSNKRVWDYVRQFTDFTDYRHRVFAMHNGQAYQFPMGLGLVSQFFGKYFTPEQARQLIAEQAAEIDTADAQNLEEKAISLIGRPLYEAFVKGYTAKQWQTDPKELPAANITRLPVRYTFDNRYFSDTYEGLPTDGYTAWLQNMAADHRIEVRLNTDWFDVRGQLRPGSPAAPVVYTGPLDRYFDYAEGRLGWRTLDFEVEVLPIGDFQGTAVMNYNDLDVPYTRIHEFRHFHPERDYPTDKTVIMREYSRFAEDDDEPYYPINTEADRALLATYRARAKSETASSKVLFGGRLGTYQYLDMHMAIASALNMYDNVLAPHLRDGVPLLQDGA
BioA inh = BioA (M. tuberculosis) enzyme inhibition; purified M. tuberculosis BioA enzyme, plate reader; 360,000 tested, 0.096% active; inhibition, % at 9.99 µM; AID 602481; in the data active = inhibition above about 40%
PfHsp40 rescue = restores yeast growth despite PfHsp40 toxicity | S. cerevisiae expressing PfHsp40, growth rescue, ATP luminescence | 340,000 tested, 0.68% active | growth rescue, % at 12.5 µM; in the data active = growth rescue above about 28%, passing the limit was not always enough;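 note: yeast W303a lacking pdr1 and pdr3 grown in galactose medium; growth measured after three days at 30 °C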
Yp Topo-I inh = Y. pestis Topo-I inhibition via cleavage products | Y. pestis Topo-I cleavage product accumulation, plate reader | AID 504884 | 360,000 tested, 0.064% active | activity, % at 10 µM; in the data active = activity above about 50%, passing the limit was not always enough; note: inactives centre near 2
The depositor's hits bear a star; i = inactive; · = not tested or not shown. Rows are unselected. Share with any hit: about 4.6%.

item	SMILES	BH1578 lux ind	FBA Mtb inh	TcdB GH inh	GDH-TPI counter	FadD28 FP inh
1	CC(C)(C)C(=O)N1CCN(S(=O)(=O)c2ccc3c(c2)OCCCO3)CC1	i	-4.2	-0.5	5.6	-4.0
2	OC(CN1CCNCC1)Cn1c2ccccc2c2ccccc21 (stereo unspecified)	i	-1.2	1.6	0.0	-2.7
3	Cc1ccc2c(c1)C1(OCCCO1)C(=O)N2CC(=O)NN	-0.6	-1.9	-0.2	0.8	-2.6
4	CCN(CC)C(=O)CC(c1cc(OC)c(OC)c(OC)c1)c1c(O)cc(OC)cc1OC (stereo unspecified)	i	-0.1	2.6	2.5	-1.3
5	C/C=C(\C)C(=O)OC(C)(C)[C@H]1Cc2cc3ccc(=O)oc3cc2O1	i	93.5*	1.0	5.9	-1.4
6	O=C(NCC1CCCO1)c1onc(CSc2ccccc2F)c1C(=O)O (stereo unspecified)	-0.7	-2.0	1.8	0.0	0.2
7	COc1cc(OC)cc(C(=O)NNC(=O)c2ccccn2)c1	-0.5	-0.4	-1.8	7.5	-1.8
8	O=C(COC(=O)CCc1ccc(S(=O)(=O)N2CCOCC2)cc1)NC1CCCC1	-0.4	3.4	-1.6	5.3	-2.0
9	O=C(c1ccc([N+](=O)[O-])cc1)N1CCN(C(=O)C2CCCCC2)CC1	i	-0.8	0.8	3.4	-1.4
10	CCn1c(SCCC(C)C)nnc1-c1c[nH]c2ccccc12	-0.3	1.5	1.3	-3.4	-0.8

item	UGM FP inh	BioA inh	PfHsp40 rescue	Yp Topo-I inh
1	-2.7	-1.4	-1.8	-8.0
2	1.4	1.5	-1.4	-5.4
3	-0.1	1.1	·	3.6
4	1.7	-1.9	0.4	8.0
5	1.2	23.6	0.0	-1.4
6	1.1	0.0	-0.8	4.1
7	-1.3	-2.8	-1.6	-0.3
8	2.2	·	-0.9	-5.3
9	3.3	1.6	-0.2	4.4
10	-3.0	-0.3	-1.9	44.3

(listing goes on)
item	SMILES	BH1578 lux ind	FBA Mtb inh	TcdB GH inh	GDH-TPI counter	FadD28 FP inh
11	CC(C)(C)c1ccc(CN(Cc2ccco2)Cc2nnnn2C2CCCC2)cc1	3.1	-0.8	·	-2.5	-2.7
12	Cc1ccc(N(CC(N)=O)C2SC(=O)N(C)C2=O)cc1 (stereo unspecified)	i	1.1	·	1.8	-0.8
13	CCOC(=O)C1CCN(S(=O)(=O)c2c(C)n[nH]c2C)CC1	i	2.7	·	3.8	-1.2
14	CC1CN(S(=O)(=O)c2ccc(CN3C(=O)c4cccnc4C3=O)cc2)c2ccccc2O1 (stereo unspecified)	i	1.4	0.5	-3.0	-0.4
15	CCOC(=O)N1CCN(C(=O)c2ccccc2-c2ccccc2)CC1	·	1.3	·	2.6	-0.7
16	COc1ccc(NC(=O)NNC(=O)COc2ccc3ccccc3c2)cc1OC	0.7	4.0	0.3	0.0	-0.6
17	Fc1ccccc1NC(=S)Nn1cnnc1	0.8	1.3	-0.1	-0.3	1.7
18	CCOCCCNC(=O)/C(C#N)=C/c1cc(OC)c(O)c([N+](=O)[O-])c1	-0.3	-23.2	-1.0	4.5	-1.4
19	COC(=O)CNC(=O)COC(=O)/C=C/c1ccccc1[N+](=O)[O-]	i	6.3	0.2	-3.5	-0.5
20	O=C(c1cccs1)N1CCC(c2nc3c(nnn3Cc3ccccc3Cl)c(=O)[nH]2)CC1	i	-1.1	-4.0	-3.3	-1.2

item	UGM FP inh	BioA inh	PfHsp40 rescue	Yp Topo-I inh
11	-2.7	·	8.8	-9.1
12	-1.0	0.7	0.4	8.2
13	1.1	-1.2	-0.4	3.1
14	3.0	-0.6	0.6	2.5
15	1.3	-1.0	0.0	1.0
16	-1.2	-0.6	-4.1	-5.8
17	-2.5	-0.8	2.0	10.5
18	0.3	·	-0.8	-12.4
19	2.2	·	1.4	-0.7
20	1.7	8.5	-1.5	34.5

(next part)
item	SMILES	BH1578 lux ind	FBA Mtb inh	TcdB GH inh	GDH-TPI counter	FadD28 FP inh
21	O=C(c1cc2c(s1)-c1ccccc1OC2)N1CCc2ccccc2C1	-0.3	24.8	0.9	0.9	-3.7
22	O=C(Cc1cccs1)Nc1nnc(-c2ccncc2)s1	-0.6	25.3	·	10.1	-3.1
23	CN1CCN(C(=S)c2ccc([N+](=O)[O-])cc2)CC1	-0.6	-1.5	1.3	12.5	-3.1
24	Cc1nnc(SCC(=O)Nc2cccc(S(=O)(=O)NC3=NCCCCC3)c2)n1Cc1ccccc1	-0.3	1.8	0.7	-2.7	-0.7
25	CC1=NNC(=O)C(CC(=O)Nc2ccc(Cl)c(Cl)c2)C1 (stereo unspecified)	i	0.6	·	-1.8	-1.3
26	Cn1c2ccc(F)cc2c2nnc(SCCN3CCCCC3)nc21	i	-2.1	-0.4	14.0	0.2
27	O=C(/C=C/Nc1ccc(F)c(Cl)c1)c1ccco1	i	-2.3	·	8.5	-2.9
28	CC1(C)CC(=O)C=C(NC2CCCC(O)C2)C1 (stereo unspecified)	i	-1.8	0.6	6.7	-2.9
29	Cc1ccc(C2CC2c2n[nH]c(=S)n2-c2ccc(C)cc2)cc1 (stereo unspecified)	-1.5	-0.5	2.8	-0.7	-0.7
30	CCOC(=O)Cc1csc(NC(=O)CSc2ccc(Br)cc2)n1	i	-0.8	·	4.5	-1.9

item	UGM FP inh	BioA inh	PfHsp40 rescue	Yp Topo-I inh
21	1.5	0.7	3.3	13.2
22	-1.1	-1.2	-0.4	-10.3
23	0.5	0.2	-2.4	-0.2
24	0.5	·	0.2	3.2
25	2.6	·	0.1	-4.6
26	·	·	-1.7	4.1
27	0.3	2.2	0.3	-3.2
28	-1.0	-1.4	-0.7	-0.8
29	-0.2	2.3	3.3	9.3
30	0.2	·	5.2	14.4

Of the compounds above, these have a tert-butyl group.
item	SMILES	BH1578 lux ind	FBA Mtb inh	TcdB GH inh	GDH-TPI counter	FadD28 FP inh
1	CC(C)(C)C(=O)N1CCN(S(=O)(=O)c2ccc3c(c2)OCCCO3)CC1	i	-4.2	-0.5	5.6	-4.0
11	CC(C)(C)c1ccc(CN(Cc2ccco2)Cc2nnnn2C2CCCC2)cc1	3.1	-0.8	·	-2.5	-2.7

item	UGM FP inh	BioA inh	PfHsp40 rescue	Yp Topo-I inh
1	-2.7	-1.4	-1.8	-8.0
11	-2.7	·	8.8	-9.1

Retrieved by compound from the entries so far, four records:
item	SMILES	BH1578 lux ind	FBA Mtb inh	TcdB GH inh	GDH-TPI counter	FadD28 FP inh
26	Cn1c2ccc(F)cc2c2nnc(SCCN3CCCCC3)nc21	i	-2.1	-0.4	14.0	0.2
21	O=C(c1cc2c(s1)-c1ccccc1OC2)N1CCc2ccccc2C1	-0.3	24.8	0.9	0.9	-3.7
30	CCOC(=O)Cc1csc(NC(=O)CSc2ccc(Br)cc2)n1	i	-0.8	·	4.5	-1.9
23	CN1CCN(C(=S)c2ccc([N+](=O)[O-])cc2)CC1	-0.6	-1.5	1.3	12.5	-3.1

item	UGM FP inh	BioA inh	PfHsp40 rescue	Yp Topo-I inh
26	·	·	-1.7	4.1
21	1.5	0.7	3.3	13.2
30	0.2	·	5.2	14.4
23	0.5	0.2	-2.4	-0.2

Following part
item	SMILES	BH1578 lux ind	FBA Mtb inh	TcdB GH inh	GDH-TPI counter	FadD28 FP inh
31	COCCCn1c(SC(C)C(=O)NC2CC2)nc2ccccc2c1=O (stereo unspecified)	-0.5	5.8	1.2	13.8	-1.1
32	COc1ccccc1CC(=O)Nc1cc(Cl)ccc1O	i	1.3	·	3.0	-3.0
33	Cc1ccc2nc(-c3ccncc3)cc(C(=O)N3CCC4(CC3)OCCO4)c2c1	i	2.1	·	4.8	-1.6
34	CCN(C[C@H]1N[C@@](Cc2ccccc2)(C(=O)OC)[C@H]2C(=O)N(Cc3ccccc3)C(=O)[C@@H]12)C(C)=O	i	4.0	-0.1	13.5	-0.7
35	O=C(c1c(O)cc(O)cc1O)C1c2c(cc(O)c3c2O[C@H](c2ccc(O)cc2)[C@@H](O)C3)OC1c1ccc(O)cc1 (stereo partly specified)	i	-0.1	-3.1	24.7	-16.9
36	O=C(NC1CCN(S(=O)(=O)c2ccc(F)cc2)CC1)c1ccc(F)cc1	-0.3	1.5	-0.5	-3.9	-0.7
37	COc1ccc(C2=CN3CCCCC3CC2=O)cc1OC (stereo unspecified)	i	-0.8	1.4	25.2	-1.2
38	FC(F)(F)c1nnc2ccc(Cl)nn12	2.2	4.0	1.6	-2.8	2.0
39	O=C(c1ccccc1Br)N1CCCC(c2nc(-c3cccs3)no2)C1 (stereo unspecified)	i	-0.6	1.1	0.6	-1.7
40	Cc1ccc(N2CC(C(=O)Nc3nnc(SCC(=O)NCC4CCCO4)s3)CC2=O)cc1C (stereo unspecified)	0.6	-1.5	0.5	-2.1	-0.7

item	UGM FP inh	BioA inh	PfHsp40 rescue	Yp Topo-I inh
31	-0.7	-1.5	-0.4	1.1
32	1.4	·	-0.2	-0.6
33	-0.9	1.0	-1.6	0.2
34	·	-0.8	-0.9	2.4
35	2.4	7.9	3.4	-14.7
36	1.3	-0.9	-0.1	8.1
37	2.8	-0.7	0.1	-0.8
38	1.6	·	-0.3	5.1
39	1.2	·	1.9	26.9
40	3.1	1.1	0.5	17.3

Continued.
item	SMILES	BH1578 lux ind	FBA Mtb inh	TcdB GH inh	GDH-TPI counter	FadD28 FP inh
41	O=C(CNS(=O)(=O)c1c(F)cccc1F)NC1CCCc2ccccc21 (stereo unspecified)	-1.7	2.1	2.0	8.6	-1.2
42	Cc1cc(N2CCOCC2)nc2ccc(NC(=O)CCC(=O)N3CCC(C)CC3)cc12	i	54.1*	·	0.0	-7.1
43	O=C(Nc1ccccn1)c1ccc2c(c1)OCCO2	-0.2	0.1	1.0	2.4	-1.0
44	Cc1ccc(Nc2c([N+](=O)[O-])c(=O)n(C)c3ccccc23)cc1C	-0.3	-2.4	4.6	7.5	-2.2
45	Cc1ccccc1NC(=S)N(Cc1cccnc1)Cc1ccccc1Cl	-2.4	4.0	0.1	-4.3	-1.5
46	Cc1cccc(C)c1Nc1nnc(SCC(=O)Nc2ncc(C(F)(F)F)cc2Cl)s1	i	-1.2	·	7.6	-1.6
47	COc1ccc([N+](=O)[O-])cc1NC(=O)CCS(=O)(=O)c1ccc(Br)cc1	-5.6	3.2	0.7	10.0	5.8
48	CCOC(=O)c1c(C)[nH]c(C=C2C(=O)CCCC2=O)c1O	0.1	-2.5	·	18.9	-1.5
49	CCNc1ccc(S(N)(=O)=O)cc1[N+](=O)[O-]	-0.2	-4.3	·	12.3	-3.2

item	UGM FP inh	BioA inh	PfHsp40 rescue	Yp Topo-I inh
41	-0.3	2.1	2.7	0.0
42	-1.0	1.7	2.2	4.2
43	1.9	-0.3	-0.6	-6.1
44	3.2	3.9	5.9	16.6
45	-0.9	·	0.1	1.6
46	1.6	-2.2	-0.2	14.7
47	0.2	-1.4	-1.0	1.1
48	4.9	-5.3	-0.5	-10.6
49	5.3	0.2	1.1	-2.7

An excerpt of these results, tab-delimited:
#	compound	BH1578 lux ind	FBA Mtb inh	TcdB GH inh	GDH-TPI counter	FadD28 FP inh	UGM FP inh	BioA inh	PfHsp40 rescue	Yp Topo-I inh
44	Cc1ccc(Nc2c([N+](=O)[O-])c(=O)n(C)c3ccccc23)cc1C	-0.3	-2.4	4.6	7.5	-2.2	3.2	3.9	5.9	16.6
45	Cc1ccccc1NC(=S)N(Cc1cccnc1)Cc1ccccc1Cl	-2.4	4.0	0.1	-4.3	-1.5	-0.9	·	0.1	1.6
46	Cc1cccc(C)c1Nc1nnc(SCC(=O)Nc2ncc(C(F)(F)F)cc2Cl)s1	i	-1.2	·	7.6	-1.6	1.6	-2.2	-0.2	14.7
47	COc1ccc([N+](=O)[O-])cc1NC(=O)CCS(=O)(=O)c1ccc(Br)cc1	-5.6	3.2	0.7	10.0	5.8	0.2	-1.4	-1.0	1.1
